High-throughput results: PubChem, Sanford-Burnham Center for Chemical Genomics
SENP8 block-1 – SENP8 protease inhibition; AID 2540; Q96LD8; inhibition, % at 10 µM; 330,000 tested, 1.2% active; purified SENP8, Z-RLRGG-aminoluciferin cleavage, luminescence; in the data active = inhibition above about 50%
SENP6 inh – inhibitors of human SENP6 protease; Q9GZR1; Recombinant SENP6 catalytic domain, aminoluciferin luminescence; inhibition, % at 10 µM; 330,000 tested, 1.8% active;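 active = inhibition above about 50% at the single tested dose, limit read from the data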;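 note: plate controls were DMSO wells with enzyme for no effect and DMSO wells lacking enzyme for full effect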
Target sequence (Q9GZR1 628-1112 limits assumed): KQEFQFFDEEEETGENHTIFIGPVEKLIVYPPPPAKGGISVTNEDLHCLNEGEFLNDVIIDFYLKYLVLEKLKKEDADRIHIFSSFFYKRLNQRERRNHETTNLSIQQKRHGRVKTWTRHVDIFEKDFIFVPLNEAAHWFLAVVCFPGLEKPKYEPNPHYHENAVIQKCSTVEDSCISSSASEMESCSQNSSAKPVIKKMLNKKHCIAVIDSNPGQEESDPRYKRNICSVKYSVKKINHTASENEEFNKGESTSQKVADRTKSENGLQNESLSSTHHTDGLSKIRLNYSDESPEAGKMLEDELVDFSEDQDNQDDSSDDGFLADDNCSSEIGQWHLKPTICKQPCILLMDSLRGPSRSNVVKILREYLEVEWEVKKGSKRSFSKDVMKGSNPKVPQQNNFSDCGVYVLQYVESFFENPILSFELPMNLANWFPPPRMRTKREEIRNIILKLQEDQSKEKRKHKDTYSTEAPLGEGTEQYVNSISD
PfG6PD inh – PfG6PD (Plasmodium falciparum) enzyme inhibition. PfGluPho enzyme, NADPH resazurin-diaphorase fluorescence. inhibition, % at 20 µM. 350,000 tested, 0.78% active. AID 504690;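 active = inhibition reaching at least a set limit at 20 µM in the primary screen, cut at about 59% in these data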;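 note: 0% = DMSO wells with substrate and 100% = DMSO wells lacking glucose-6-phosphate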
UBC13 inh – inhibitors of human UBC13 polyubiquitin chain formation | inhibition, % at 20 µM | TR-FRET | 330,000 tested, 0.47% active | P61088 | AID 485273; in the data active = inhibition above about 45%, passing the limit was not always enough
Target sequence (P61088 whole entry, looked up): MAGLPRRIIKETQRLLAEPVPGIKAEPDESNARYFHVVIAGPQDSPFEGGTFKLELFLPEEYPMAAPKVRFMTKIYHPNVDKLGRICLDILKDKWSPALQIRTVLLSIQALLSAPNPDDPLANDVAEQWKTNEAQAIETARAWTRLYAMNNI
SENP1 inh – SENP1 (human) catalytic domain inhibition | Q9P0U3 | recombinant SENP1 catalytic domain, CyPet-SUMO1-YPet FRET cleavage | inhibition, % at 10 µM | 360,000 tested, 0.21% active | AID 624204;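 active = inhibition at least 30% at 10 µM, raw YFP signal under a set limit, fluorescence ratio 0.5 to 1.5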;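 note: 0% = enzyme with DMSO and 100% = no enzyme wells; some results filed as inactive read as strong as hits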
Target sequence (Q9P0U3 419-644 limits assumed): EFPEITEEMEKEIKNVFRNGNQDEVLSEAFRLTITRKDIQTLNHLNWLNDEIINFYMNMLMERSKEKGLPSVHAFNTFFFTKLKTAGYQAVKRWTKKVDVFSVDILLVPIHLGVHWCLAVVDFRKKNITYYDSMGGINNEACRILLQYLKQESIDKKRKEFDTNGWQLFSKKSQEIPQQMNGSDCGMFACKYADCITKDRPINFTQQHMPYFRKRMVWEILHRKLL
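Test system: human SENP1 catalytic domain; medium: Tris pH 8 buffer plus EDTA, NaCl, BME, BSA, NP40, catalase; incubation: 50 min reaction at room temperature; technique: FRET, CFP and YFP emission; controls: no-enzyme low control and enzyme-plus-DMSO high control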
SENP7 block – inhibitors of human SENP7 protease. inhibition, % at 5 µM. 330,000 tested, 1.5% active. recombinant SENP7, Z-RLRGG-aminoluciferin luminescence, 40 min. AID 434973;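 active = inhibition above about 50% at the single test dose, limit read from the data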;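 note: plate controls were DMSO with enzyme for no effect and no enzyme buffer wells for full effect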
SENP8 block-2 – SENP8 (human) protease inhibition; Q96LD8; recombinant SENP8, Nedd8 substrate fluorescence; inhibition, % at 20 µM; 360,000 tested, 0.64% active; AID 602440; in the data active = inhibition mostly above about 40%, no sharp cut-off; inactive = mostly below about 27%
HKDC1 inh – blocks human hexokinase HKDC1 activity; recombinant HKDC1, G6PDH/diaphorase resazurin coupled fluorescence; inhibition, % at 20 µM; 340,000 tested, 0.16% active; AID 493160;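 active = inhibition above about 35% when tested at 20 µM, limit read from the data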;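 note: plate controls were DMSO wells with enzyme for no effect and DMSO wells lacking enzyme for full effect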
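Material: recombinant HKDC1 hexokinase; Amount: HKDC1 at 5 µg/mL; Medium: Tris pH 8.0 buffer with MgCl2, Tween-20, BSA, BME; Schedule: 90 min reaction incubation at room temperature, dark; Technique: coupled resazurin fluorescence, excitation 525 nm, emission 613 nm.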
MIN6 prolif – MIN6 beta-cell proliferation induction. MIN6 cells proliferation, ATPlite luminescence, 48 h; cells starved in 0.2% serum; 100% = growth in 10% serum. proliferation, % at 10 µM. 330,000 tested, 0.29% active. AID 2380;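 active = compounds whose signal lies at least 3.5 SD above the mean of all wells on their plate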;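 note: 0% = DMSO-treated cells in low-serum medium and 100% = 10% serum control; some compounds called inactive have numbers as strong as hits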
The depositor's hits bear a star; i = inactive; x = not tested or not shown.

SMILES	SENP8 block-1	SENP6 inh	PfG6PD inh	UBC13 inh	SENP1 inh	SENP7 block	SENP8 block-2	HKDC1 inh	MIN6 prolif
Cn1cnnc1SCc1ccc(C(=O)N=Nc2c(O)n(C)c3ccccc23)cc1	0	-3	16	-21	-1	-7	4	5	0
CCn1c2ccccc2c2nnc(SCc3ccc(C(=O)OC)o3)nc21	-1	4	27	-4	1	-4	-1	29	-2
CCOc1ccc(N(CC)C(=O)c2nn(-c3ccc(OC)cc3)c(=O)c3c2c2ccccc2n3C)cc1	-1	6	8	-3	1	-2	-60	-11	0
CCN(CC(=O)Nc1ccc(NC(C)=O)cc1)C(=O)C(c1ccccc1)c1ccccc1	5	-11	-15	-3	0	-2	-2	17	-1
CCO[C@@H]1OC(C(=O)NCc2ccccc2)=C[C@H](C2CC2)[C@H]1CCCO	0	-3	3	9	4	-1	19	-3	-1
O=C(CCC(=O)c1cccs1)Nc1ccc(F)c(F)c1F	-2	-6	9	-9	-5	4	-116	-5	-3
CN=C1SC(CC(=O)Nc2ccc(N3CCOCC3)cc2)C(=O)N1C (stereo not given)	-4	-30	2	2	0	8	12	-14	0
COC(=O)c1sccc1S(=O)(=O)NC(C)c1cnn(-c2ccc(OC)cc2)c1C (stereo not given)	3	1	1	-4	0	-1	9	-5	-4
CN(CC(=O)Nc1cccc(F)c1)C(=O)c1cccc(S(=O)(=O)N2CCN(c3ccc(F)cc3)CC2)c1	x	x	6	x	-1	x	6	0	x
CC(NC(=O)c1cn(C)c2ccc(S(=O)(=O)N3CCCC3)cc2c1=O)c1ccc2c(c1)OCCO2 (stereo not given)	4	-9	1	10	1	1	28	3	0
COc1cc(NC(=O)c2ccc(COCC(F)(F)F)o2)cc(OC)c1OC	1	4	1	0	1	3	5	-7	0
O=C(CCc1nnc(C2(c3ccc(Cl)cc3)CCC2)o1)NC1CC1	3	-17	-3	3	2	6	2	-6	0
O=C(C[C@H]1C/C=C\C[C@@H](Cc2ccc(F)cc2)C(=O)OC[C@@H]2CCCN2C1=O)NCCO	-2	-5	12	11	2	5	20	4	-2
C=CCN(C(=O)CSc1nnnn1C)c1nc(-c2ccccc2)cs1	-1	-1	2	-1	1	0	-2	-4	1
O=C(NC1CCCC1)C1CC(=O)N(c2ccc(F)cc2)C1 (stereo not given)	6	-24	-9	2	1	-1	20	-1	3
O=C(C[C@@H]1C/C=C/CCCC(=O)O[C@H](c2ccccc2)CNC1=O)NCCO	-3	-2	7	5	2	3	15	-9	7
Cc1cc(=O)oc2cc(OCC(=O)OCC(=O)Nc3c(C)n(C)n(-c4ccccc4)c3=O)ccc12	-12	-26	-11	-2	0	-1	-8	-4	-3
COC(=O)C(NC(C)=O)(Nc1ccccc1)C(=O)OC	-14	-20	-6	-1	0	-11	18	-3	-2
COCCn1c(=NC(=O)CCS(=O)(=O)c2ccccc2)sc2ccccc21	-4	15	15	-7	-27	-7	-120	-3	-7
Cc1ccc(CN(Cc2ccco2)C(=S)NCC(=O)NC2CC2)cc1	-1	-4	5	11	-6	-1	-3	0	-3
O=C(CCN1C(=O)/C(=C/c2ccc(F)cc2)SC1=S)NNC(=O)c1ccncc1	-9	-1	-10	-20	2	-13	13	-4	2
O=C1CC(c2ccccc2)CC(=NCCO)/C1=C(\O)CCCN1C(=O)c2ccccc2C1=O (stereo not given)	-3	-3	-4	1	1	2	14	-3	2
Cc1cccc(S(=O)Cc2ccc(C(=O)N3CCN(C(=O)c4ccco4)CC3)o2)c1 (stereo not given)	-1	14	4	4	3	-2	4	4	0
Cc1ccc(-c2nc(-c3ccccn3)sc2CC(=O)O)cc1	-6	-24	4	-16	-1	-2	-67	1	-3
CN(C)c1cccc(C(=O)Nc2nc3ccccc3[nH]2)c1	37	33	1	11	-2	65*	-193	-4	-6
O=C(COC(=O)c1cc(Br)ccc1O)NNC(=O)c1ccc([N+](=O)[O-])cc1	6	0	-51	-10	1	-3	7	0	-4
COCC(=O)Nc1nc2ccccc2s1	-5	2	5	-1	1	3	11	0	-4
O=C(COC(=O)c1ccccc1-n1cnnn1)c1ccc(F)cc1	1	-15	-2	0	4	10	-5	-5	-2
O=C(c1ccccc1Cc1ccccc1)N1CCN(S(=O)(=O)c2ccc(F)cc2)CC1	-2	8	18	-2	1	1	2	4	-2
CCOCCCNC(=O)COC(=O)/C=C/c1ccc(S(=O)(=O)N2CCc3ccccc32)cc1	9	-2	8	0	3	-2	5	-7	-4

Pulled by compound from above (three):
SMILES	SENP8 block-1	SENP6 inh	PfG6PD inh	UBC13 inh	SENP1 inh	SENP7 block	SENP8 block-2	HKDC1 inh	MIN6 prolif
COCC(=O)Nc1nc2ccccc2s1	-5	2	5	-1	1	3	11	0	-4
Cc1ccc(CN(Cc2ccco2)C(=S)NCC(=O)NC2CC2)cc1	-1	-4	5	11	-6	-1	-3	0	-3
COC(=O)C(NC(C)=O)(Nc1ccccc1)C(=O)OC	-14	-20	-6	-1	0	-11	18	-3	-2

Complete entries as entered above.
Shown for CN(C)c1cccc(C(=O)Nc2nc3ccccc3[nH]2)c1 : SENP8 block-1: 37; SENP6 inh: 33; PfG6PD inh: 1; UBC13 inh: 11; SENP1 inh: -2; SENP7 block: 65*; SENP8 block-2: -193; HKDC1 inh: -4; MIN6 prolif: -6
Shown for COCCn1c(=NC(=O)CCS(=O)(=O)c2ccccc2)sc2ccccc21 : SENP8 block-1: -4; SENP6 inh: 15; PfG6PD inh: 15; UBC13 inh: -7; SENP1 inh: -27; SENP7 block: -7; SENP8 block-2: -120; HKDC1 inh: -3; MIN6 prolif: -7

(next part)
SMILES	SENP8 block-1	SENP6 inh	PfG6PD inh	UBC13 inh	SENP1 inh	SENP7 block	SENP8 block-2	HKDC1 inh	MIN6 prolif
COc1ccc(S(=O)(=O)N(C)C[C@H]2Oc3c(NC(=O)CCC(F)(F)F)cccc3C(=O)N([C@H](C)CO)C[C@@H]2C)cc1	0	-5	8	16	1	-9	-5	-5	6
CCOc1ccccc1NC(=O)CSc1nc2c(c(=O)n(C)c(=O)n2C)n1C	8	-13	6	-2	2	-7	3	-7	1
Cc1cccc(C)c1OCC(=O)Nc1oc(-c2ccccc2)c(-c2ccccc2)c1C#N	-9	-1	-36	-14	0	1	-90	4	-7
CNS(=O)(=O)c1cc(S(=O)(=O)NC)c2cccc3c2c1NC3=O	-3	9	-12	-9	5	3	-437	-4	-4
COc1cccc(Nc2nc(-c3sc(C)nc3C)cs2)c1	-12	15	33	2	1	8	10	2	-2
CN(CC(=O)Nc1ccc(F)c(F)c1F)C(=O)C1CCC1	2	9	-3	-2	1	-11	-2	-6	-2
CCOP(=O)(OCC)C(C#N)=C1SCN(c2ccc(Cl)cc2)CS1	-1	-2	-3	2	-6	9	24	-18	-2
CCOC(=O)c1c(S(=O)(=O)Nc2ccc(C)c(F)c2)c(C)n(C)c1C	5	1	-9	0	1	-5	12	-4	1
CC(C)[C@H](NC(=O)c1ccco1)C(=O)OCc1cc(=O)n2c(n1)sc1ccccc12	18	3	-5	2	-8	9	-104	5	-2
COC(=O)c1c(NC(=O)COC(=O)c2ccc(Cl)cc2[N+](=O)[O-])sc2c1CCCCC2	-3	-1	-9	13	1	3	1	-5	-1
COc1ccc(-c2nc3cc(C)ccn3c2NC(=O)c2c(F)cccc2Cl)cc1	8	11	-1	6	-1	-2	-4	-8	4
Fc1ccccc1COc1cccc2cccnc12	x	x	12	x	-1	x	-61	-2	x
COc1ccccc1CNCc1ccc(OC)c2ccccc12	3	7	3	8	2	2	5	1	-3
COc1ccc(C(=O)NCCC(=O)N2CCC3(CC2)NCCc2[nH]cnc23)cc1	6	3	-3	6	1	-3	5	-1	1
CC1CCCCN1C(=O)c1cc(-c2ccc3c(c2)OCO3)on1 (stereo not given)	-9	-13	13	-1	0	-8	-13	4	-2
O=C(c1ccc(NS(=O)(=O)c2ccc3c(c2)OCCO3)cc1)N1CCCCC1	2	-10	-9	-3	-1	9	13	-7	-1
Clc1ccc(-c2csc3ncnc(NCCN4CCOCC4)c23)cc1	-8	-10	-7	-2	-2	-7	10	1	1
COC(=O)c1ccccc1Oc1nc(Cl)cc(OC)n1	0	3	-17	6	3	2	7	4	0
Cc1cc(/C=N/NC(=O)c2cc3ccccc3o2)c(C)n1C	-16	-8	18	-1	-11	-3	-109	0	-3
COc1ccccc1NC(=O)c1cc2ccc(O)cc2o/c1=N\O	94*	95*	24	1	-24	95*	i	1	0
COc1ccc(-n2c(=S)[nH]c3cc(C(=O)NCCCN4CCOCC4)ccc3c2=O)cc1OC	-2	5	7	5	-4	6	9	-6	-2
Cc1ccccc1S(=O)(=O)Cc1ccc(C(=O)NCCCOC(C)C)o1	2	1	-13	-2	0	-2	8	2	0
CCO/C=C/C(O)(CNC(=O)c1ccc(C(C)(C)C)cc1)C(F)(F)F (stereo not given)	-5	-6	31	6	-6	-7	2	0	1
O=C(NCCCCNC(=O)c1ccccc1Cl)c1ccccc1Cl	1	0	-7	-3	1	3	12	4	-2
O=Cc1cccnc1SCc1ccccc1	-11	-7	1	3	1	-5	35	-2	-4
CC(=O)c1c(N2CCOCC2)nc(=S)n(-c2cc(C)ccc2C)c1C	-5	-5	-13	-4	-1	-7	10	-1	-1
C=CCN(CC=C)C(=O)Nc1cc(Cl)ccc1OC	0	-1	9	9	0	4	15	-10	2
Cc1cc(C)c(S(N)(=O)=O)c(C)c1N(C)S(=O)(=O)c1ccccc1	-4	-22	0	-12	3	-2	16	-9	-3

Given with two lines to a compound: 4 of the compounds above.
Values in the order – SENP8 block-1	SENP6 inh	PfG6PD inh	UBC13 inh	SENP1 inh	SENP7 block	SENP8 block-2	HKDC1 inh	MIN6 prolif
> CCO/C=C/C(O)(CNC(=O)c1ccc(C(C)(C)C)cc1)C(F)(F)F (stereo not given)
    -5	-6	31	6	-6	-7	2	0	1
> O=Cc1cccnc1SCc1ccccc1
    -11	-7	1	3	1	-5	35	-2	-4
> O=C(c1ccc(NS(=O)(=O)c2ccc3c(c2)OCCO3)cc1)N1CCCCC1
    2	-10	-9	-3	-1	9	13	-7	-1
> Cc1ccccc1S(=O)(=O)Cc1ccc(C(=O)NCCCOC(C)C)o1
    2	1	-13	-2	0	-2	8	2	0
